# PostGolgi yeast = growth inhibition of a yeast mutant, post-Golgi transport screen; post-Golgi transport phenotypic cell assay; inhibition, % at 10 µM; 98,000 compounds, 0.9% hits;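 also: yeast cells grown in 1536-well plates; yeast grown about 18 h at 30C before absorbance read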
# PTPN22 inh 2 = LYP (human) phosphatase inhibition; Q9Y2R2; recombinant LYP catalytic domain, DiFMUP fluorescence; inhibition, % at 2 µM; 96,000 compounds, 0.21% hits; AID 640;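 active = inhibition at 2 µM at or above a set limit, the screen mean plus 3 SD, cut at about 24% in these data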;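 also: 0% = DMSO with enzyme and 100% = enzyme fully blocked by orthovanadate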
# PostGolgi ctrl = yeast control strain growth, post-Golgi counter-screen | 98,000 compounds, 5% hits | AID 738 | inhibition, % at 10 µM | efflux-deficient yeast background strain, growth absorbance A615, 16 h
# CYP2C9 act = CYP2C9 (human) activation; activation factor at 5 µM; 96,000 compounds, 1.4% hits; recombinant CYP2C9, luciferin-H conversion, luminescence; active compounds read high; factor 1 = untreated enzyme, 0 = blocked; AID 1024;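 active = activation factor of 2 or more for CYP2C9 at a 5 µM dose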;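 also: 0 = sulfaphenazole-blocked wells and 1 = vehicle-only wells; values of inactives mirror those of a sister screen read the other way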
# Target sequence (P11712 whole entry, looked up): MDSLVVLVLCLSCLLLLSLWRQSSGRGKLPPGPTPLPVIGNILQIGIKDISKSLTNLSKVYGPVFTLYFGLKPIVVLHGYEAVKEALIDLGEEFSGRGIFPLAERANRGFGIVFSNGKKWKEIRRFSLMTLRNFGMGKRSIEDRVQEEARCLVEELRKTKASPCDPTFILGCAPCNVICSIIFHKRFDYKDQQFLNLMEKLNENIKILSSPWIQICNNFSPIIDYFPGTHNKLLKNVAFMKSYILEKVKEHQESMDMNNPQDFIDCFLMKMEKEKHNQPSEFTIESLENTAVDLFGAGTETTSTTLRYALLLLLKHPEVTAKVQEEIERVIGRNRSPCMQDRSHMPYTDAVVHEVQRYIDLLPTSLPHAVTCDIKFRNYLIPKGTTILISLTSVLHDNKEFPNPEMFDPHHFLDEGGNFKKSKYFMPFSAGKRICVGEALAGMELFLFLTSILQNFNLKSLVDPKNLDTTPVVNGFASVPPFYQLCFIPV
# LYP act = LYP (human) phosphatase activation; recombinant LYP, DiFMUP fluorescence; 0 = plate median, 100 = signal doubled; 96,000 compounds, 0.11% hits; activation, % at 2 µM; AID 697;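 active = activation at 2 µM above a set limit, the mean plus 5 SD, cut at about 37% in these data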
# CYP2C9 inhib = inhibitors of human CYP2C9; P11712; CYP2C9 Supersomes, luciferin-H conversion, luminescence; inhibition, % at 5 µM; 96,000 compounds, 20% hits;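 active = blocking of liver enzyme CYP2C9 beyond about 50% at 5 µM, limit read from the data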; also: values of inactives mirror those of a sister screen read the other way
# hDAT+cocaine = modulates human dopamine transporter uptake under cocaine. Q01959. LLC-PK1 hDAT cells, [14C]-dopamine uptake with cocaine IC80; actives deviate in either direction. B-score at 10 µM. 110,000 compounds, 1.3% hits;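 active = Z score or B-score, a plate-position-corrected score, falls beyond the plate's 99.7% confidence bounds, in either direction; inactive = both scores lie inside the 99.7% bounds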;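 also: scored against the spread of the other compound wells on the same plate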
# Target sequence (Q01959 whole entry, looked up): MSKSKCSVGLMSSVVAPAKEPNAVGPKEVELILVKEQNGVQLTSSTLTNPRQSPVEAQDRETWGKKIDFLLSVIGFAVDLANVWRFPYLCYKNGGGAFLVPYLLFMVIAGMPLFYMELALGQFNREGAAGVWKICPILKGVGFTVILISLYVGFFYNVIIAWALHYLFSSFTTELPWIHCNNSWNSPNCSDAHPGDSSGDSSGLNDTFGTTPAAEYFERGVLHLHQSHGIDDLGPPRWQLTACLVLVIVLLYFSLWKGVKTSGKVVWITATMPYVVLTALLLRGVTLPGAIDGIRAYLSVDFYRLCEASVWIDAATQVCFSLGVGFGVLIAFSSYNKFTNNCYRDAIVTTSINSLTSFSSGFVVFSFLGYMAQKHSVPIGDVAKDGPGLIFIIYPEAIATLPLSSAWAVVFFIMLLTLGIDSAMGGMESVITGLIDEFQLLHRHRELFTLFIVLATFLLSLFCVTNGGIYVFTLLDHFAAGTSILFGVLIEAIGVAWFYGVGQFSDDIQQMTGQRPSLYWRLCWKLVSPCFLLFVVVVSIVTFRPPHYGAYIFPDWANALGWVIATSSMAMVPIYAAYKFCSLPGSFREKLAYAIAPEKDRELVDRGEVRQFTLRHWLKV
# PTK2B oligo ant = antagonists of human Pyk2 oligomerization | AID 1347419 | z-score (the deposit names both 25 µM and 10 µM) | 99,000 compounds, 0.83% hits | Q293 cells, Pyk2 FERM NanoBiT luminescence; active compounds read low;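 active = Z-score of -3 or lower, scaled per plate to the spread of control and sample wells; inactive = z-score above -3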;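 also: negative z-score means lost luminescence so less FERM oligomerization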
# Ecoli WT expand = E. coli BW25113 growth inhibition, expanded screen. OD600 absorbance. growth inhibition, % at 100 µM. 98,000 compounds, 0.15% hits. AID 710;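 active = growth inhibition above about 50% at one test dose, limit read from the data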;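 also: growth measured after 20 h incubation at 37 °C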
# * hit, by the source's call; · = not tested or not shown. Rule as the data show it, unless noted: active = inhibition above about 30%; inactive = the rest.
cpd	Structure	PostGolgi yeast	PTPN22 inh 2	PostGolgi ctrl	CYP2C9 act	LYP act	CYP2C9 inhib	hDAT+cocaine	PTK2B oligo ant	Ecoli WT expand
1	Cc1ccc(C)c(C(C)NC(=O)C2C3CCC(O3)C2C(=O)O)c1 (centres undefined)	3.2	-4.1	-3.3	0.9	3.1	6.0	0.00332	·	1.0
2	CC12CCC(C(=O)NC(c3ccccc3)c3ccccc3)(OC1=O)C2(C)C (centres undefined)	7.4	-4.5	3.4	0.8	4.1	16.4	0.0313	-1.77	-1.0
3	CCOC(=O)C1CCN(C(=O)C(C)Sc2ccc(Cl)cc2)CC1 (centres undefined)	·	-1.1	·	·	-0.3	·	0.105	0.59	·
4	COc1ccc(CN2CC(C(=O)NCCCN3CCCCCC3)CC2=O)cc1 (centres undefined)	-7.6	-5.9	10.1	0.8	4.0	16.2	-1.57	0.1	2.0
5	Cc1ccc(C(=O)CSC2=C(C#N)C(c3ccco3)C3=C(CC(C)(C)CC3=O)N2)cc1 (centres undefined)	-2.7	5.5	14.4	0.1	-3.5	87.7*	1.82	0.49	-7.0
6	BrC(/C=N/Nc1nc(N2CCOCC2)nc(N2CCOCC2)n1)=C/c1ccccc1	-7.4	-2.3	12.6	0.8	7.3	24.6	2.97	-1.69	-4.0
7	CC(=O)N(CCCN1CCOCC1)Cc1ccncc1	0.4	-3.3	0.7	0.9	6.3	7.0	-1.56	-0.21	3.0
8	COc1ccc(C(CNC(=O)c2ccc(N3CCCC3=O)cc2)N(C)C)cc1 (centres undefined)	-0.6	-4.9	2.3	0.9	2.2	10.6	2.34	2.2	-3.0
9	O=C(CSc1nnc(Cc2cc(=O)[nH]c(=O)[nH]2)n1-c1ccc(Cl)cc1)NCC1CCCO1 (centres undefined)	5.4	1.4	-4.1	1	-1.8	2.2	-0.409	-0.15	6.0
10	CCN(CC)CCNC(=O)c1ccc(Cl)c(S(=O)(=O)Nc2ccccc2OC)c1	-6.6	5.2	-6.7	1	-2.0	4.5	-0.558	4.42	2.0
11	O=C(Nc1ccc(O)cc1)C1CCCO1 (centres undefined)	-9.6	9.0	-1.0	1.1	-9.8	-6.6	-0.142	0.43	3.0
12	CC(=O)c1n[nH]nc1Nc1nc(C)cc(C)n1	·	2.5	·	·	-1.2	·	-0.739	-0.31	·
13	Cc1cc(C)c(S(=O)(=O)NCC2CCC(C(=O)NCCCN3CCOCC3)CC2)c(C)c1 (centres undefined)	-1.9	·	2.9	0.9	·	10.0	0.994	-0.12	2.0
14	Cn1c(C(=O)Nc2ccc3c(c2)OCO3)cc2sccc21	5.8	2.1	0.1	0.8	-3.0	23.4	0.018	-0.62	8.0
15	CCn1c(NC(=O)c2ccc(C)cc2)c2ccccc2nc1=O	-2.1	-6.6	1.6	1	4.0	1.7	-0.265	-0.22	4.0
16	c1cc(-c2nnc3n2CCC3)[nH]n1	-2.1	-11.9	-6.9	1.1	9.1	-11.9	0.278	-0.15	2.0
17	Cc1ccccc1Nc1nc(N)nc(CN2CCN(c3ccccn3)CC2)n1	5.0	1.7	2.1	0.8	-1.8	23.8	0.615	-0.85	1.0
18	O=C(COc1ccc(Cl)cc1)N(Cc1ccccc1)c1nc(-c2ccccc2)cs1	-0.9	7.2	9.1	1.1	-4.0	-14.4	0.00265	1.27	-7.0
19	N#CCSc1nc2cc(C(=O)N3CCC(C(N)=O)CC3)ccc2c2nc3ccccc3n12	6.3	-9.0	10.2	0.8	6.7	15.2	0.287	-0.56	11.0
20	CCC(=O)Nc1cc(Cl)ccc1N1CCN(C(=O)CC)CC1	-13.4	-4.7	6.5	0.7	1.7	30.1	0.682	-0.01	2.0

# 9 entries from above in a different format:
1. Cc1ccc(C)c(C(C)NC(=O)C2C3CCC(O3)C2C(=O)O)c1 (centres undefined)
2. CC12CCC(C(=O)NC(c3ccccc3)c3ccccc3)(OC1=O)C2(C)C (centres undefined)
3. CCOC(=O)C1CCN(C(=O)C(C)Sc2ccc(Cl)cc2)CC1 (centres undefined)
4. COc1ccc(CN2CC(C(=O)NCCCN3CCCCCC3)CC2=O)cc1 (centres undefined)
5. Cc1ccc(C(=O)CSC2=C(C#N)C(c3ccco3)C3=C(CC(C)(C)CC3=O)N2)cc1 (centres undefined)
6. BrC(/C=N/Nc1nc(N2CCOCC2)nc(N2CCOCC2)n1)=C/c1ccccc1
7. CC(=O)N(CCCN1CCOCC1)Cc1ccncc1
8. COc1ccc(C(CNC(=O)c2ccc(N3CCCC3=O)cc2)N(C)C)cc1 (centres undefined)
9. O=C(CSc1nnc(Cc2cc(=O)[nH]c(=O)[nH]2)n1-c1ccc(Cl)cc1)NCC1CCCO1 (centres undefined)
assay / compound | 1 | 2 | 3 | 4 | 5 | 6 | 7 | 8 | 9
PostGolgi yeast | 3.2 | 7.4 | · | -7.6 | -2.7 | -7.4 | 0.4 | -0.6 | 5.4
PTPN22 inh 2 | -4.1 | -4.5 | -1.1 | -5.9 | 5.5 | -2.3 | -3.3 | -4.9 | 1.4
PostGolgi ctrl | -3.3 | 3.4 | · | 10.1 | 14.4 | 12.6 | 0.7 | 2.3 | -4.1
CYP2C9 act | 0.9 | 0.8 | · | 0.8 | 0.1 | 0.8 | 0.9 | 0.9 | 1
LYP act | 3.1 | 4.1 | -0.3 | 4.0 | -3.5 | 7.3 | 6.3 | 2.2 | -1.8
CYP2C9 inhib | 6.0 | 16.4 | · | 16.2 | 87.7* | 24.6 | 7.0 | 10.6 | 2.2
hDAT+cocaine | 0.00332 | 0.0313 | 0.105 | -1.57 | 1.82 | 2.97 | -1.56 | 2.34 | -0.409
PTK2B oligo ant | · | -1.77 | 0.59 | 0.1 | 0.49 | -1.69 | -0.21 | 2.2 | -0.15
Ecoli WT expand | 1.0 | -1.0 | · | 2.0 | -7.0 | -4.0 | 3.0 | -3.0 | 6.0

# The list goes on.
cpd	Structure	PostGolgi yeast	PTPN22 inh 2	PostGolgi ctrl	CYP2C9 act	LYP act	CYP2C9 inhib	hDAT+cocaine	PTK2B oligo ant	Ecoli WT expand
21	CC1CC(NC(=O)CCn2c(=O)oc3ccccc32)CC(C)(C)C1 (centres undefined)	1.4	·	9.1	0.9	·	11.7	0.114	·	9.0
22	COc1cc2c(cc1OC)C1=C(C#N)CCC(=O)N1CC2	-0.5	8.8	4.3	·	-6.6	·	0.597	2.68	3.0
23	CC(=O)c1c(C)n(-c2ccccc2)c2ccc(O)cc12	-8.4	-3.3	6.5	0.5	2.6	49.0	-0.811	-1.95	-2.0
24	O=C(Nc1ccc(Cl)cc1)N(Cc1cccnc1)Cc1ccco1	-4.8	-2.1	2.1	0.1	5.0	89.5*	-0.515	-0.76	21.0
25	Cn1cc(C(=O)c2ccc(Cl)cc2Cl)cc1C(=O)N/N=C(\N)COc1ccc(F)cc1	15.2	9.1	24.5	0.9	-7.0	7.4	1.94	-0.82	-5.0
26	O=C(O)C1C2C=CC(O2)C1C(=O)NCCC1=CCCCC1 (centres undefined)	-3.6	0.7	2.5	·	-2.5	·	-0.196	-0.56	6.0
27	COc1ccc(S(=O)(=O)NCc2ccccc2)cc1	10.9	0.6	10.7	1.7	-2.2	-72.8	-0.185	0.93	7.0
28	CCOc1cccc(C(=O)Nc2cc(-c3nn4c(C)nnc4s3)ccc2C)c1	0.7	-32.3	10.1	0.8	29.1	21.5	-0.292	·	-2.0
29	N#Cc1nc(-c2ccccc2Cl)oc1N1CCOCC1	0.0	-16.8	7.9	1.4	12.9	-39.3	0.0254	0.18	6.0
30	Clc1ccc(OCc2nnc3n2N=C(c2ccc4c(c2)OCCO4)CS3)c(Cl)c1	-4.9	·	11.4	0	·	97.1*	-0.314	-1.15	-6.0
31	CCCn1c(N2CCC(Cc3ccccc3)CC2)nc2c1c(=O)[nH]c(=O)n2C	9.3	5.3	51.8*	0.4	-6.3	56.6*	-0.224	-1.47	-2.0
32	CCC(C)NS(=O)(=O)c1ccc(NC(C)=O)cc1 (centres undefined)	·	-8.4	·	·	7.1	·	-0.00206	0.54	·
33	N#CC1=C(N)Oc2n[nH]c(-c3ccccc3)c2C12C(=O)Nc1ccccc12 (centres undefined)	-3.9	·	4.5	0.9	·	9.7	1.32	1.69	15.0
34	CCCCN=C(N)/C(C(=O)OCC)=C(\O)c1ccc(OC)cc1	-0.3	1.7	13.3	0.8	-2.2	20.5	0.494	-0.81	-2.0
35	COCCNC(=O)CN(C(=O)CCC(=O)Nc1nccs1)c1ccccc1OC	-1.1	-2.4	4.0	0.7	1.7	33.6	-0.262	2.1	-3.0
36	CC1(C)CC(N2CN(C3CCCCC3)CC2=O)CC(C)(C)N1	21.1	·	2.1	1	·	-2.2	-0.801	0.51	-5.0
37	Cc1noc(C)c1CSc1cc(C)c2ccccc2n1	-8.5	3.9	16.1	0.5	-7.7	54.6*	0.754	-1.16	-15.0
38	Cn1ncc(N=Cc2ccccc2)c1C(N)=O	-10.0	-3.6	5.3	0.7	0.9	27.7	-0.29	0.58	-9.0
39	CCOc1ccc(NC(=O)CN(C)CC(=O)NC2CCCc3ccccc32)cc1OCC (centres undefined)	3.9	-7.3	4.6	0.1	5.0	85.8*	0.279	1.53	12.0
40	CCN1CCN(C(=O)CN(C)S(=O)(=O)c2ccc(Cl)cc2)CC1	-2.5	-17.5	0.0	1	18.3	-4.5	-0.234	-0.25	0.0
41	CCCCCC/C(=N/O)c1ccccn1	4.0	8.6	40.4*	0.7	-9.4	28.1	0.00752	-1.11	37.0
42	CCc1ccc(NC(=O)CSc2nc3ccccc3c(=O)n2CCN2CCOCC2)cc1	0.0	-1.8	7.5	0.5	-0.4	47.5	0.477	-0.64	1.0
43	CC(=O)N1CCc2cc(S(=O)(=O)NC(C(=O)Nc3ccc4c(c3)OCCO4)C(C)C)ccc21 (centres undefined)	-1.7	·	0.6	0.5	·	51.7*	-0.721	-0.52	-3.0
44	Cc1nc2nc3c(c(=O)n2[nH]1)CCC3	3.1	·	13.8	1.1	·	-12.9	0.00069	-0.33	-10.0
45	O=C(O)c1cc2c(ccc3ccccc32)o1	11.1	1.4	-1.5	1.1	-3.5	-9.1	-0.418	1.89	-8.0
46	c1ccc(-n2c(SCc3ccncc3)nnc2-c2ccco2)cc1	-0.1	1.7	-5.7	0.2	-2.7	76.5*	0.614	0.53	6.0
47	Cc1ccc(-c2nnc(N3CCN(c4ccccn4)CC3)c3ccccc23)cc1	-0.2	3.1	56.6*	0.7	-10.1	31.6	0.759	-2.93	-4.0
48	CCOC(=O)c1cnc2ccc(Cl)cc2c1NCCN(C)C	·	-0.2	·	·	-0.5	·	0.0399	-0.07	·
49	O=C(CC1SC(=O)N(c2ccccc2)C1=O)Nc1ccccc1 (centres undefined)	-0.5	9.3	-1.9	0.6	-10.2	36.2	0.77	-0.26	-6.0
50	CCC1CCCCN1C(=O)CSc1nc2ccsc2c(=O)n1Cc1ccccc1 (centres undefined)	3.2	-10.3	19.5	0.3	9.2	70.3*	0.663	-2.15	-18.0
51	CCOC(=O)Nc1nnc(-c2ccc(OC)cc2)s1	-2.8	-5.0	8.9	0.8	5.3	15.9	0.171	0.9	-16.0
52	CCOC(=O)C1C(C#N)=C(N)OC(C)=C1c1ccncc1 (centres undefined)	-3.2	3.9	-4.7	0.1	-1.4	89.9*	-0.288	0.71	3.0
53	Cc1ccc(SCC(=O)Nc2ccc(-c3nnc(-c4ccco4)o3)cc2)cc1	-6.5	6.1	-13.6	0.1	-2.9	89.6*	-0.445	-0.58	-12.0
54	CCC(CC)C(=O)N1CCCC(c2nc(-c3cccs3)no2)C1 (centres undefined)	1.9	2.4	10.7	1	-4.9	-2.1	0.0431	0.3	3.0
55	COc1ccc2oc(=O)c(C(=O)N3CCCc4ccccc43)cc2c1	-10.8	-8.2	10.1	1.4	6.6	-44.4	0.341	-0.55	-5.0
56	CCOc1ccccc1NC(=O)N1CCCC1C(=O)Nc1ccc(-n2cnnn2)c(C)c1 (centres undefined)	-9.2	·	-7.5	0.2	·	78.8*	0.401	0.13	-6.0
57	COc1ccc(N2CCN(Cc3nc4ccccc4c(=O)[nH]3)CC2)cc1	19.2	10.3	5.4	1	-9.0	-3.3	-0.187	-0.27	-3.0
58	COc1ccccc1OCc1nnc(SCCN2CCOCC2)o1	0.6	10.4	1.6	1.1	-11.8	-9.8	1.03	-0.33	2.0

# High-throughput results (PubChem)
